Screens (PubChem BioAssay)
Hep lipid drop: inhibitors of hepatocyte lipid droplet formation, primary screen, imaging, high-throughput imaging, BODIPY stain | AML12 mouse hepatocytes, oleate lipid droplets | inhibition, % at 6.5 µM | 240,000 compounds, 0.4% hits | AID 1656, 2009;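 active means lipid droplet intensity inhibited by at least 50%, with more than 500 cells counted; inconclusive means wells with under 300 cells, treated as cytotoxic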
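Assay system: AML12 hepatocytes (mouse); Probe or stimulus: oleic acid at 100 µM to induce lipid droplet formation; Dosing: compound at 6.5 µM only; Schedule: compound with oleate, overnight; Detection: fluorescence imaging, 20x objective, two fields per well; Measure: % inhibition of lipid droplet signal.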
Hep lipid drop cells 6.5 µM: second read-out of Hep lipid drop, no call of its own (marks repeat the call); cell count; measured here: cell count, cytotoxicity flag;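 cells counted across two imaged fields per well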
Active calls of the source: *; ? = inconclusive; / = no result given. An excerpt; the hit share may differ from the screen's.

The line under a structure holds: Hep lipid drop, Hep lipid drop cells 6.5 µM
1) CN(CCC1CCCCO1)C(=O)c1cc(COc2ccc(F)cc2F)on1 (configuration not stated)
    -11, 818
2) COC(=O)CCC(=O)N1CCCC(C(=O)c2cc(F)ccc2F)C1 (configuration not stated)
    -1, 829
3) CC1CCN(S(=O)(=O)c2ccc3c(c2)NC(=O)CS3)CC1
    -5, 722
4) CCCC(=O)Nc1nnc(S(=O)(=O)N2CCCCCC2)s1
    14, 758
5) COc1cccc(C2Nc3ccc4ccccc4c3C3=C2C(=O)CC(C)(C)C3)c1OCC(=O)O (configuration not stated)
    -3, 855
6) Cc1ccccc1OCc1occc1C(=O)Nc1cccc(-n2cnnn2)c1
    -7, 734
7) Cc1c(C(=O)N2CCOCC2)c(S(=O)(=O)Nc2ccc(F)cc2)c(C)n1C
    -4, 680
8) Cc1ccc(N(C)S(=O)(=O)c2ccc(-c3cnc(C4CC4)o3)cc2)cc1
    ?, /
9) CCOc1ccccc1C(c1c(C)n(C)n(-c2ccccc2)c1=O)c1c(C)n(C)n(-c2ccccc2)c1=O
    -1, 831
10) COc1ccc(C(=O)NC(=S)N(C)C2CCCCC2)cc1Br
    -9, 859
11) CC(C)(C)c1csc(NC(=O)c2c(F)c(F)c(F)c(F)c2F)n1
    -2, 818
12) Clc1cccc(Nc2nc(N3CCOCC3)nc(N3CCOCC3)n2)c1
    29, 758
13) Cc1cccc(C(=O)Nc2nc3ccc(S(C)(=O)=O)cc3s2)c1
    -22, 792
14) Cc1ccc(S(=O)(=O)N2CCN(C(=O)CCn3nc(C)c(C)c3C)CC2)cc1C
    -15, 807
15) CC1(C)Oc2ccc3ccc(=O)oc3c2/C(=C/NNC(N)=S)C1=O
    -16, 825

4 entries from above in a different format.
(9) CCOc1ccccc1C(c1c(C)n(C)n(-c2ccccc2)c1=O)c1c(C)n(C)n(-c2ccccc2)c1=O
  Hep lipid drop = -1
  Hep lipid drop cells 6.5 µM = 831

(3) CC1CCN(S(=O)(=O)c2ccc3c(c2)NC(=O)CS3)CC1
  Hep lipid drop = -5
  Hep lipid drop cells 6.5 µM = 722

(11) CC(C)(C)c1csc(NC(=O)c2c(F)c(F)c(F)c(F)c2F)n1
  Hep lipid drop = -2
  Hep lipid drop cells 6.5 µM = 818

(12) Clc1cccc(Nc2nc(N3CCOCC3)nc(N3CCOCC3)n2)c1
  Hep lipid drop = 29
  Hep lipid drop cells 6.5 µM = 758

The list goes on.
The line under a structure holds: Hep lipid drop, Hep lipid drop cells 6.5 µM
16) S=C(NCCc1ccc(Cl)cc1)NCc1ccccc1
    4, 842
17) Cc1cccc(NC(=O)CCN2CCC(C(N)=O)CC2)c1
    3, 828
18) Cc1cc(OCC(=O)N2CCN(c3cccc(Cl)c3)CC2)c2c(C)c(C)c(=O)oc2c1
    -4, 808
19) O=C(Nc1nc2c(Cl)ccc(Cl)c2s1)C1CC1
    -6, 742
20) CCOC(=O)C1CCCCN1C(=O)c1oc2c(Cl)cc(C)cc2c1C (configuration not stated)
    -24, 847
21) O=C1ON=C(c2ccccc2)/C1=C/c1ccc(O)cc1
    9, 850
22) CCCc1nnc(NC(=O)CCS(=O)(=O)c2ccccc2)s1
    -3, 776
23) O=[N+]([O-])c1ccccc1/C=N/OCc1ccccc1
    -8, 660
24) CC1CCCCN1C(=O)CSc1nnc(-c2ccco2)n1C (configuration not stated)
    8, 838
25) Cc1nc2nc(NC(=O)c3ccco3)nn2c(C)c1Cl
    0, 758
26) CCN(CC)CC(=O)Nc1c2c(nc3ccccc13)N(C)CC2
    -10, 769
27) COc1ccc(-c2csc(NC(=O)CC(NC(C)=O)c3ccccc3)n2)cc1OC (configuration not stated)
    12, 739
28) Cc1ccc(-c2noc(Cn3nc(C(=O)O)c4ccccc4c3=O)n2)cc1
    8, 829
29) O=C(COc1ccc(NC(=O)c2cccs2)cc1)c1ccc(F)cc1
    8, 828
30) COc1ccc(NC(=O)C2CCCO2)c(OC)c1 (configuration not stated)
    -2, 862

(continued)
The line under a structure holds: Hep lipid drop, Hep lipid drop cells 6.5 µM
31) CC(Oc1cc2oc(=O)c3c(c2cc1Cl)CCC3)C(=O)N1C[C@H]2C[C@@H](C1)c1cccc(=O)n1C2 (some centres not stated)
    6, 776
32) COc1ccc(S(=O)(=O)Nc2ncccc2C)c2ccccc12
    -12, 779
33) OCCC1CCCCN1CC(O)COCc1ccc(Cl)cc1 (configuration not stated)
    0, 766
34) COC(=O)c1c(SCC(=O)NC2CCCCC2)[nH]c2ccccc2c1=O
    5, 730
35) COc1ccc(-c2nnc(NC(=O)CS(=O)(=O)c3ccc(Cl)cc3)o2)c(OC)c1
    21, 747
36) CC(=O)N1CC(C)Sc2ccc(S(=O)(=O)NC3CCCCC3)cc21 (configuration not stated)
    2, 747
37) CCOc1cc(CN2CCN(S(=O)(=O)Cc3ccccc3)CC2)ccc1OC
    -5, 815
38) O=C(NC1CCCCC1)c1ccc(CS(=O)Cc2ccc(Cl)cc2)o1 (configuration not stated)
    2, 774
39) CCCCOc1ccc(N2C(N)=NC(N)=NC23CCCCC3)cc1
    -13, 796
40) COC(=O)C1CC23C=CCN4CCC5(c6ccccc6NC15C2C)C43 (configuration not stated)
    -219, 455
41) CC(=O)N(Cc1cc2cc(C)ccc2[nH]c1=O)c1cccc(C)c1C
    -14, 774
42) O=C(NNC(=S)Nc1ccccc1Cl)c1ccccc1
    -6, 812
43) Cc1cccc(N2CCN(C(=O)CCC(=O)N3Cc4ccccc4Oc4ncccc43)CC2)c1C
    -38, 691
44) O=C(NC(=S)Nc1ccccc1N1CCN(C(=O)c2ccccc2)CC1)c1ccccc1F
    -31, 767
45) O=C(O)c1ccc(N/N=C/c2ccncc2)cc1
    -17, 833

More structures:
The line under a structure holds: Hep lipid drop, Hep lipid drop cells 6.5 µM
46) O=C(NCc1ccccn1)Nc1cccc([N+](=O)[O-])c1
    -4, 863
47) CC(=O)N1c2ccc(S(=O)(=O)NCCC(=O)Nc3ccccc3C)cc2CC1C (configuration not stated)
    22, 724
48) COCc1c(C(=O)N2CCN(Cc3c(F)cccc3Cl)CC2)oc2ccccc12
    0, 769
49) CC(=O)Nc1cccc(NC(=O)C2CC(=O)N(C3CCCCC3)C2)c1 (configuration not stated)
    -3, 829
50) O=C(NCC1(O)CCCCC1)C1CCC(=O)N(Cc2cccc(C(F)(F)F)c2)C1 (configuration not stated)
    1, 819
51) COc1ccc(CNC(=O)CCC(=O)Nc2nnc(C(F)(F)F)s2)cc1
    5, 857
52) Cc1cc(CNC(=O)c2ccc3nc(Cc4ccccc4F)oc3c2)nn1C
    2, 723
53) C/C(=N\NC(=O)c1cccs1)c1ccncc1
    2, 406
54) O=C(NCc1ccc(F)cc1)C(c1ccc(Cl)cc1)N(C(=O)c1csnn1)C1CC1 (configuration not stated)
    -21, 739
55) Cc1ccc(C(=O)NCCc2nnc3ccc(SCC(=O)N4CCCC4)nn23)cc1
    -10, 737
56) COC(=O)c1cccc(NS(=O)(=O)c2ccc(OC)c(C(=O)N3CCOCC3)c2)c1C
    -4, 745
57) Cc1ccc(C(=O)N2CCN(c3ncc(C(F)(F)F)cc3Cl)CC2)s1
    -24, 668
58) O=C(CN(C(=O)CNS(=O)(=O)c1ccccc1)c1ccc(Cl)cc1)NCC1CCCO1 (configuration not stated)
    -11, 839
59) CCCNC(=O)CCCN1C(=O)c2ccccc2Sc2ncccc21
    4, 809
60) COc1cc(SC)ccc1C(=O)Nc1ccc(OCC(=O)N2CCOCC2)cc1
    -3, 772

Next section.
The line under a structure holds: Hep lipid drop, Hep lipid drop cells 6.5 µM
61) Nc1nonc1-n1nnc(C(=O)N/N=C/C2CCCCC2)c1-c1ccccc1
    8, 709
62) Cc1cc(Br)ccc1NC(=O)C1C2CCC(O2)C1C(=O)O (configuration not stated)
    -1, 835
63) Cc1ccc(CN2CCNC(=O)C2CC(=O)N(C)Cc2cnccn2)cc1 (configuration not stated)
    -4, 690
64) Nc1nc(SCc2ccc(Br)cc2)n[nH]1
    -11, 821
65) O=C(c1ccc(NS(=O)(=O)c2ccccc2)cc1)N1CCCCCC1
    -3, 650
66) Cc1ccc2c(c1)N(C(=O)CCC(=O)N1CCC(C(N)=O)CC1)CCO2
    13, 817
67) COc1cc(/C=C2/C(=N)N3C(=NC2=O)SN=C3S(C)(=O)=O)ccc1OS(=O)(=O)c1ccccc1
    17, 712
68) CC1=CC(c2ccccc2)n2nc(NC(=O)CCCC(=O)O)nc2N1 (configuration not stated)
    23, 840
69) Cc1ccc(NS(=O)(=O)c2c(C)[nH]c(C)c2C(=O)N2CCCCC2)c(Br)c1
    -13, 696
70) C[C@H](NC(=O)[C@@H]1Cc2ccccc2CN1C(=O)OC(C)(C)C)C(=O)NC1CCCC1
    18, 744
71) Cc1ccc(CN2CC(C(=O)N(C)CC(=O)Nc3cccc(F)c3)CC2=O)cc1 (configuration not stated)
    -5, 798
72) CN(C)c1ccc(/C=N/NC(=O)CNC(=O)/C=C/c2ccccc2)cc1
    -2, 671
73) Cc1sc2nc(C(C)C)nc(SCC(=O)NC3CC3)c2c1C
    9, 779
74) Brc1cc2c(cc1CN1CCc3ccccc3C1)OCO2
    -8, 813
75) Cc1ccc(O)c(NC(=S)NC(=O)/C=C/c2ccccc2)c1
    -2, 826

Complete entries, quoted from the list:
O=C(NNC(=S)Nc1ccccc1Cl)c1ccccc1 across the screens: Hep lipid drop: -6; Hep lipid drop cells 6.5 µM: 812
Brc1cc2c(cc1CN1CCc3ccccc3C1)OCO2 across the screens: Hep lipid drop: -8; Hep lipid drop cells 6.5 µM: 813

More entries.
The line under a structure holds: Hep lipid drop, Hep lipid drop cells 6.5 µM
76) Cc1cc(C)c2sc(NC(=O)c3ccc([N+](=O)[O-])o3)nc2c1
    0, 730
77) COc1ccc(CC(=O)N/N=C(\C)c2cccs2)cc1
    1, 809
78) NS(=O)(=O)c1ccc(CCNC(=O)c2ccc(-c3ccccc3)cc2)cc1
    0, 765
79) CCCc1cc(=O)oc2c(C)c(OCC(=O)NC3CCN(Cc4ccccc4)CC3)ccc12
    -13, 685
80) CCn1ccnc1CNC(=O)c1ccc2oc(CCCc3ccccc3)nc2c1
    9, 874
81) O=C(COc1ccc(S(=O)(=O)N2CCCCC2)cc1)N1CCOCC1
    50, 685
82) COc1ccc(F)cc1S(=O)(=O)NCCCn1ccnc1
    -3, 836
83) COc1ccc(CCNC(=O)Cc2ccc(Cl)cc2)cc1OC
    2, 879
84) COc1ccc(CN2CCN(C(=O)c3ccc(CNS(=O)(=O)c4ccc(C)cc4)cc3)CC2)c(OC)c1OC
    -2, 690
85) O=C(NC(c1cccnc1)C(F)(F)F)c1cc(COc2ccc3c(c2)CCCC3)on1 (configuration not stated)
    -21, 645
86) CCOc1ccccc1NC(=O)NNC(=O)COc1cccc(C)c1C
    -19, 794
87) COc1ccc(NC(=O)CNC(=O)C2CCCCC2)cc1
    6, 813
88) C/C(=N\NC(=O)c1ccc(OC2CCCC2)cc1)c1ccc(O)cc1
    22, 673
89) Cc1ccc(C)c(C(=O)COC(=O)CN2C(=O)C3C4C=CC(C4)C3C2=O)c1 (configuration not stated)
    2, 814
90) COc1cc(C(=O)OCC(=O)NC2CCCC2)cc(OC)c1OC
    -5, 838

(continued)
The line under a structure holds: Hep lipid drop, Hep lipid drop cells 6.5 µM
91) COc1ccc(NC(=O)C/C(C)=N/NC(=O)COc2ccc(OC)cc2)cc1
    3, 788
92) Cc1cc(C)n(CCOc2ccc(Br)cc2)n1
    -4, 836
93) Cc1cccc(C)c1NC(=O)Cn1nnc(C(=O)Nc2ccc(F)cc2F)c1N
    0, 725
94) CCn1c(SCC#N)nc2cc(S(=O)(=O)N3CCOCC3)ccc21
    -3, 844
95) C=Cn1cc[n+](CC(=O)c2cccs2)c1
    0, 815
96) C/C(=N/NC(=O)c1ccncc1)c1ccc(NC(=O)c2ccc(Cl)cc2Cl)cc1
    -1, 751
97) CCC(Sc1nc(C)cc(C)n1)C(=O)Nc1nccs1 (configuration not stated)
    -18, 711
98) CNC(=O)c1c(NC(=O)c2ccc(N3C(=O)CCC3=O)cc2)sc2c1CCC(C)C2 (configuration not stated)
    -4, 635
99) Cn1c(SCC(=O)Nc2ccccc2C(F)(F)F)nc2c(c1=O)SCC2
    8, 742
100) CN1C(=O)NC(c2cccc(F)c2)C2=C1CC(C)(C)CC2=O (configuration not stated)
    -1, 404
101) O=C(C1CC(=O)N(c2ccccc2)C1)N1CCN(c2ccccc2F)CC1 (configuration not stated)
    13, 707
102) C=CCNC(=S)NNC(=O)c1cc(-c2cccnc2)nc2ccccc12
    12, 814
103) COc1cc(/C=C(\C#N)C(=O)Nc2ccccc2F)ccc1OCCN1CCOCC1
    7, 718
104) CCN(CC)S(=O)(=O)c1ccc(C(=O)Nc2ccc(C(F)(F)F)n(C)c2=O)cc1
    1, 801
105) Cc1cccc(CCN(C(=O)c2csnn2)C(C(=O)NC2CCCC2)c2ccco2)c1 (configuration not stated)
    32, 809

Later entries:
The line under a structure holds: Hep lipid drop, Hep lipid drop cells 6.5 µM
106) Cc1ccccc1NCCC(=O)Nc1ccc(Cl)cc1
    -18, 780
107) CCCCN(CC)CCCNC(=O)c1cn(C)c2ccc(S(=O)(=O)N(C)C3CCCCC3)cc2c1=O
    2, 744
108) O=C(CCNS(=O)(=O)c1ccccc1)N1CCC(Cc2ccccc2)CC1
    -12, 669
109) O=S(=O)(Cc1ccccc1)Nc1cccc(Br)c1
    0, 826
110) COc1cc(C(C)=O)ccc1OCC(O)CN1CCN(c2ccccn2)CC1 (configuration not stated)
    -5, 811
111) CC(=O)c1ccc(NS(=O)(=O)c2ccc3c(c2)N(C(C)=O)CCO3)cc1
    0, 723
112) CCCc1nnc(SCC(=O)Nc2ccc(OC)cc2)o1
    -1, 741
113) C=CCN1C(=O)/C(=C\c2cccc(OC(=O)c3ccco3)c2)SC1=S
    -10, 733
